Shn3 3UTR inh = inhibitors of Schnurri-3 3'UTR reporter in osteoblasts; hit rate 0.52% among 360,000; Clone20 osteoblast Shn3 3'UTR firefly luciferase, 24 h; inhibition, % at 12.5 µM; AID 588674;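 active means mean inhibition of at least 75% with every replicate also reaching 75%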;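 further: 0% = median of neutral control wells and 100% = pilot-screen positive control compound; some compounds past the cut are filed as inactive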
EBV LMP1 NFkB = Epstein-Barr LMP1 NF-kappaB reporter inhibition; hit rate 0.69% among 350,000; AID 504558; inhibition, % at 12.5 µM; LMP1-induced NF-kappaB luciferase reporter cells, luminescence; in the data active means inhibition above about 41%;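 further: 0% = neutral control wells and 100% = reference inhibitor control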
hiPSC survival = hiPSC single-cell survival enhancement. hit rate 0.044% among 360,000. survival enhancement, % at 20 µM. ATPlite luminescence; 100% = ROCK inhibitor wells, 0% = DMSO. AID 602274; in the data active means survival enhancement above about 18%;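 further: cells exposed to compounds for 16 hours before the ATP read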
KKLEB cytotox = reduces viability of KKLEB cystic fibrosis airway cells. KKLEB CF airway cells viability, ATPlite luminescence, overnight; stronger effect = lower value; cells stimulated with P. aeruginosa culture filtrate. activity change (cytotoxicity), % at 5 µM. hit rate 0.36% among 360,000. AID 602141;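 active means corrected activity change at or below -50% at 5 µM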
C8 TRAIL sens = caspase-8 TRAIL sensitization | hit rate 1% among 360,000 | NB7+C8 cells + TRAIL, ATPlite viability luminescence | AID 624354 | inhibition (viability loss, TRAIL sensitization), % at 10 µM;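 active means compounds causing at least 50% loss of cell viability in the single-dose screen, relative to plate controls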
Peg3 prom inh = inhibitors of Peg3 promoter. HeLa PEG-Prom luciferase reporter, luminescence, overnight. inhibition, % at 20 µM. hit rate 1.7% among 360,000. AID 588405;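 active means inhibition of at least 50% at 20 µM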
NR2E3 ag-1 = activates human NR2E3 receptor. hit rate 0.35% among 360,000. AID 602229. Q9Y5X4. inhibition of corepressor binding, % at 3.98 µM. CHO-S Gal4-NCOR/VP16-NR2E3 two-hybrid, luciferase;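 active means inhibition above the mean of all tested compounds plus 3 SD, cut at about 70% in these data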;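 further: 0% = DMSO with NR2E3 transfected cells and 100% = cells lacking NR2E3 construct; higher means lower luciferase signal from less NR2E3 corepressor binding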
Target sequence (Q9Y5X4 whole entry, looked up, the tested form may be a part): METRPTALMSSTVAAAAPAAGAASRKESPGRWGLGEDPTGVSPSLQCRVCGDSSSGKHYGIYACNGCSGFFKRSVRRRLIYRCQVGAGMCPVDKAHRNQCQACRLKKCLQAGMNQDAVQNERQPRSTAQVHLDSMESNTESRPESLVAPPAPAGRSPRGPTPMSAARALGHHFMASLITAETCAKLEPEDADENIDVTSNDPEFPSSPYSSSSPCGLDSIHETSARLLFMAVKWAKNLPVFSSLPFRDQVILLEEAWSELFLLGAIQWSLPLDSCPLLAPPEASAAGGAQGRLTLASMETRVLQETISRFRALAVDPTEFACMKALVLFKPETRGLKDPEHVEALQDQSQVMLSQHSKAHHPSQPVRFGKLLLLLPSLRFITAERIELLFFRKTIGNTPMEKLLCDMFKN
NR2E3 ag-2 = activates human photoreceptor nuclear receptor NR2E3. Q9Y5X4. GST-NR2E3/biotin-RetCOR TR-FRET, 1536-well. inhibition of corepressor binding, % at 4.78 µM. hit rate 0.12% among 320,000. AID 2300;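 active means percent inhibition above the cutoff of mean plus 3 SD of all tested compounds, set per screening campaign, cut at about 20% in these data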;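 further: 0% = DMSO wells and 100% = biotin wells as full block of FRET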
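system = GST-tagged NR2E3 plus biotinylated RetCOR corepressor | input = 1.35 nM GST-NR2E3 | also added = 7 nM biotin-RetCOR | schedule = 5 h incubation at 4 °C | measured by = TR-FRET with europium anti-GST and streptavidin-D2, 340 nm excitation | read-out = percent loss of FRET ratio relative to control wells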
HIF-2a block = inhibitors of HIF-2a | hit rate 0.72% among 360,000 | AID 624352 | 786-0 RCC cells HIF-2a reporter, luciferase luminescence, overnight | inhibition, % at 18.8 µM;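 active means inhibition of the luminescence signal of 40% or more relative to plate controls, in a single-dose primary screen at 18.75 µM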
CF NFkB block = blocks PAF-induced NF-kB reporter in cystic fibrosis cells | KKLEB NF-kB-GFP reporter, GFP fluorescence overnight | hit rate 0.86% among 360,000 | inhibition, % at 5 µM;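 active means at least 50% inhibition at 5 µM, scaled per plate between neutral and stimulator controls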;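 further: PAF is a Pseudomonas aeruginosa culture filtrate used as stimulus; plate controls were PAF-stimulated DMSO wells for no effect and unstimulated DMSO wells for full effect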
TRPM1 prom inh = MITF TRPM1 promoter inhibition in SK-MEL-5 cells | hit rate 0.83% among 330,000 | inhibition, % at 12.5 µM | SK-MEL-5 TRPM1 promoter luciferase, 24 h;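 active means mean inhibition across replicates of 60% or more, whatever share of single replicates reaches that level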; further: values of inactives mirror those of a sister screen read the other way
An asterisk follows results filed as active; nt = not tested or not shown. Some of the compounds tested; the hit share may differ from the screen's.

Each structure is followed by: Shn3 3UTR inh, EBV LMP1 NFkB, hiPSC survival, KKLEB cytotox, C8 TRAIL sens, Peg3 prom inh, NR2E3 ag-1, NR2E3 ag-2, HIF-2a block, CF NFkB block, TRPM1 prom inh
> O=S(=O)(c1ccc(Cl)s1)N1CCCc2cccc(O)c21
    -106, -28, 0.2, -12, 4, -260, -107, 1, -252, -20, -81
> C[C@H](NC(=O)c1nc[nH]c1C(=O)NCC(=O)OCc1ccccc1)C(=O)OC(C)(C)C
    0, 2, -1.0, -5, 7, 1, -12, -1, 3, -18, 4
> Cc1nc2ccccc2nc1OCC(=O)Nc1cc(C(F)(F)F)ccc1N1CCOCC1
    12, 6, -4.3, -2, 19, 15, -1, 2, 17, 23, 1
> COc1ccc(OCC(=O)O/N=C(\N)Cc2ccc(Cl)cc2)cc1
    10, 2, 6.0, -12, -18, 19, 21, 1, 2, 6, 9
> Cn1c(=O)oc2cc(S(=O)(=O)NCCN3CCCCCC3)ccc21
    22, -8, -1.4, -6, -9, 13, -28, 2, 9, -8, -7
> O=C1COc2ccc(S(=O)(=O)N3CCCC3)cc2N1
    -13, 3, -0.4, 1, 6, 2, -35, -1, 9, 9, -9
> CCOc1cc(Br)cc(/C=C2\SC(=Nc3ccccc3)NC2=O)c1O
    -15, -1, -0.2, -22, -8, -33, -24, 4, -54, -20, 2
> Cc1c(CN(C)C(=O)C2CCC(=O)N(Cc3ccccc3F)C2)[nH]c2ccccc12 (stereo not given)
    11, 2, 1.3, 5, -18, -4, -22, nt, 21, -6, nt
> O=C(CN(CC1CCCO1)C(=O)CNS(=O)(=O)c1ccccc1)NCc1ccc(F)cc1 (stereo not given)
    6, 9, -0.4, -5, -14, 10, -2, -1, 14, 16, -9
> COCCNC(=O)NC(=O)COC(=O)c1cc([N+](=O)[O-])ccc1Sc1nc(C)cs1
    29, -4, -1.8, -10, -17, 13, 5, 3, 27, -1, 15
> CC1(C)CC(=O)C(N=Nc2cccc(S(=O)(=O)N3CCOCC3)c2)=C(O)C1
    3, -1, 1.0, 1, 6, 5, 3, 4, 2, -2, -4
> Cc1ccc(S(=O)(=O)NCc2ccccc2)cc1C(=O)N1CCCCCCC1
    2, 2, 1.4, 2, -4, 13, -2, 3, 10, 27, 2
> c1ccc(CCCCc2ccccn2)cc1
    -17, -8, -2.1, 12, -8, -46, -36, nt, -63, -6, -61
> Cc1nn(-c2ccccc2)c(Cl)c1/C=C1\C(=O)N(C)C(=S)N1C
    14, 9, 0.4, -3, 0, 16, -8, -2, 10, 3, -20
> CNC(=O)C1Cc2ccccc2CN1S(=O)(=O)c1cccs1 (stereo not given)
    5, 5, -0.2, 3, -2, 51*, -24, -1, 2, -10, 10
> COc1ccc(S(=O)(=O)N2CCC(C(=O)NC3CCCCC3C)CC2)cc1 (stereo not given)
    0, -1, -0.4, 8, 7, 4, -9, -5, 8, -12, -5
> COc1ccccc1OCc1ccc(C(=O)N(C)C)o1
    -43, 0, 1.0, 0, 1, -44, 1, 3, -62, -8, -6
> Cc1ccc(CN(CC2CCCO2)C(=O)CN2C(=O)C(C(C)C)Oc3ccccc32)o1 (stereo not given)
    9, -9, -1.8, 3, -8, 19, -12, -1, 22, -6, 10
> CC1(C)CN(c2ccc(CC#N)cc2)C1=O
    -18, 1, -1.5, -2, 5, -3, -11, -2, -4, 1, -3
> COC(=O)c1c(NC(=O)c2ccco2)sc2c1C(C(=O)OC)CC2 (stereo not given)
    -11, -6, 3.9, 3, 3, -40, -16, -3, -14, -11, -14
> Cn1cc(C(=O)Nc2ccc(C#N)cc2)c2ccccc2c1=O
    8, 0, 0.7, -18, 13, 15, -3, 0, 10, -19, 11
> COCCCNc1nc(N)c([N+](=O)[O-])c(Nc2ccccc2OC)n1
    -4, -8, -0.4, -1, -7, 43, -7, -3, 6, 16, -15
> C[C@H](CO)N1C[C@H](C)[C@@H](CN(C)S(C)(=O)=O)Oc2c(NC(=O)Nc3ccc4c(c3)OCO4)cccc2C1=O
    -15, -3, -2.3, -11, 2, -26, -11, nt, -21, -25, -12
> COCCN(C(=O)COC(=O)c1ccc(-c2ccccc2)cc1)c1c(N)n(Cc2ccccc2)c(=O)[nH]c1=O
    -15, -8, -0.4, -5, -11, -2, -9, nt, 4, 4, -7
> O=C(Cn1c(=O)sc2ccccc21)Nc1ccc(S(=O)(=O)N2CCCCC2)cc1
    -15, 2, 1.3, 0, -38, 18, -15, 0, 18, 0, 13
> O=C(c1ccc(C(F)(F)F)cc1)C1CCCN(C(=O)CCc2cnccn2)C1 (stereo not given)
    -5, 0, -0.3, 8, 20, 0, -8, 2, -2, 3, 12
> CCN1C(=O)[C@@H]2[C@@H]3CN(S(=O)(=O)c4ccc(C)cc4)[C@@H](c4cccc5ccccc45)[C@@H]3C(=O)C[C@@H]2C1=O
    9, nt, -1.0, 5, -2, -42, -10, nt, -9, -10, nt
> CCCn1c(N)c(N(CCOC)C(=O)c2cccc(S(=O)(=O)N3CCCc4ccccc43)c2)c(=O)[nH]c1=O
    15, -8, 0.8, -8, -8, -5, -14, 9, 19, -2, 1
> COc1ccc(/C=N\NC(=O)c2ccccc2)cc1COc1ccc(F)cc1
    11, -4, 0.4, -8, -1, 37, -29, 2, -13, -50, 2
> O=C(Nc1ccc2oc(-c3ccccc3Cl)nc2c1)c1cncc(Br)c1
    58, -18, 1.7, 5, 24, -180, -61, 1, -224, 12, 4
> Cc1nn(-c2ccccc2)nc1C(=O)NNC(=O)c1ccc(C(F)(F)F)cc1
    0, -5, 0.2, -7, -1, 1, -9, -2, -3, 5, 11
> COc1ccccc1-c1cnc2c(c1)C(=O)N([C@@H](C)CO)C[C@@H](C)[C@@H](CN(C)C(C)=O)O2
    -4, 4, -1.2, -11, -4, -5, 1, nt, 14, 24, nt
> CC(NC(=O)c1cc(F)c(F)c(F)c1F)c1ccc(-n2ccnc2)cc1 (stereo not given)
    4, 3, -0.2, -6, 8, 16, -12, 2, 22, -53, 12
> COc1ccc2cc(C(C)=O)c(=O)oc2c1
    1, -16, 0.4, -4, -6, 3, -1, 4, 16, 8, -12
> O=C(COC(=O)C1CCN(c2ccc(C(F)(F)F)cn2)CC1)Nc1cccc(F)c1
    -19, -3, -0.3, -18, -7, -12, -7, 1, -4, 64*, -4
> O=C(NCCCO)C(=O)c1c(-c2ccccc2)cc2ccccn12
    -7, -2, -1.8, -8, 3, 9, 4, -3, 17, 10, 10
> O=C(CN1CCN(S(=O)(=O)c2ccc(F)cc2)CC1)Nc1ccc(F)cc1F
    -26, 3, -0.6, -2, 2, -81, -34, 4, -81, -20, -29
> O=C(CSc1n[nH]c(=O)[nH]c1=O)Nc1ccc(Br)cc1Br
    -18, 7, 2.8, -2, 13, -11, -22, 5, 2, 8, 0
> O=c1cc(CN2CCN(c3cccc(Cl)c3)CC2)c2cc3c(cc2o1)CCCC3
    -13, -11, 10, -7, 6, 9, -26, 5, 4, 8, 8
> CCOC(=O)C1CCN(c2ccc(C(=O)O)cc2[N+](=O)[O-])CC1
    65, 1, 3.4, 8, 1, -10, 10, -1, 12, 8, 9
> O=C(Cc1cccs1)N/N=C/c1ccco1
    11, -7, -0.2, 0, 4, 14, -33, 0, -2, 13, -12
> CC(C)c1nc2c([nH]1)c(=O)n(C)c(=O)n2C
    -10, -6, 3.0, 8, 2, 4, 4, 1, 2, -7, 9
> C1=CCC(CN2CCNCC2)CC1 (stereo not given)
    4, -1, -1.0, -4, 0, 6, -36, 2, -6, 9, -4
> CCC(=O)c1ccc(N2CCC(C)CC2)c(F)c1
    -26, -12, 0.6, -7, -8, -128, -4, 2, -73, 1, -76
> O=C(CSc1nnc(C2CC2)n1C1CC1)c1cc(F)ccc1F
    -14, 5, 0.0, -8, 30, -9, 13, nt, -12, -4, 1

Reformatted: 10 of the compounds above.
mol	Shn3 3UTR inh	EBV LMP1 NFkB	hiPSC survival	KKLEB cytotox	C8 TRAIL sens	Peg3 prom inh	NR2E3 ag-1	NR2E3 ag-2	HIF-2a block	CF NFkB block	TRPM1 prom inh
CC(NC(=O)c1cc(F)c(F)c(F)c1F)c1ccc(-n2ccnc2)cc1 (stereo not given)	4	3	-0.2	-6	8	16	-12	2	22	-53	12
COc1ccc2cc(C(C)=O)c(=O)oc2c1	1	-16	0.4	-4	-6	3	-1	4	16	8	-12
O=C(COC(=O)C1CCN(c2ccc(C(F)(F)F)cn2)CC1)Nc1cccc(F)c1	-19	-3	-0.3	-18	-7	-12	-7	1	-4	64*	-4
O=C(NCCCO)C(=O)c1c(-c2ccccc2)cc2ccccn12	-7	-2	-1.8	-8	3	9	4	-3	17	10	10
O=C(CN1CCN(S(=O)(=O)c2ccc(F)cc2)CC1)Nc1ccc(F)cc1F	-26	3	-0.6	-2	2	-81	-34	4	-81	-20	-29
O=C(CSc1n[nH]c(=O)[nH]c1=O)Nc1ccc(Br)cc1Br	-18	7	2.8	-2	13	-11	-22	5	2	8	0
O=c1cc(CN2CCN(c3cccc(Cl)c3)CC2)c2cc3c(cc2o1)CCCC3	-13	-11	10	-7	6	9	-26	5	4	8	8
CCOC(=O)C1CCN(c2ccc(C(=O)O)cc2[N+](=O)[O-])CC1	65	1	3.4	8	1	-10	10	-1	12	8	9
O=C(Cc1cccs1)N/N=C/c1ccco1	11	-7	-0.2	0	4	14	-33	0	-2	13	-12
CC(C)c1nc2c([nH]1)c(=O)n(C)c(=O)n2C	-10	-6	3.0	8	2	4	4	1	2	-7	9

Following part:
Each structure is followed by: Shn3 3UTR inh, EBV LMP1 NFkB, hiPSC survival, KKLEB cytotox, C8 TRAIL sens, Peg3 prom inh, NR2E3 ag-1, NR2E3 ag-2, HIF-2a block, CF NFkB block, TRPM1 prom inh
> CC(C)n1ncc2c(C(=O)N3CCN(Cc4cccs4)CC3)cc(C3CC3)nc21
    -3, -5, 1.0, -3, -10, 14, -6, nt, 18, 6, nt
> CCc1cc(C(=O)COc2ccc(F)cc2)c(O)cc1O
    -34, -1, 0.7, -1, 0, -149, -93, 0, -143, 9, -39
> Cc1ccc(-n2c(SCC(=O)NCCN3C(=O)CSC3=O)nnc2-c2ccccc2F)cc1
    17, 10, -1.1, -2, 15, 7, -6, 0, 10, 8, -5
> COC(=O)c1cc2oc3ccccc3c2n1CC(=O)N1CCCc2ccccc21
    18, 5, 1.6, -29, 4, 2, 1, 4, 6, 5, 0

Screening data: PubChem BioAssay, several laboratories
